Screening data from PubChem BioAssay.
DENV2 CPE: inhibitors of DENV2 cytopathic effect | DENV2-infected cells, cytopathic effect rescue, plate reader | CPE inhibition, % at 9.99 µM | 1.7% of 350,000 active; in the data active means CPE inhibition above about 20%, passing the limit was not always enough; inconclusive means no clear call, values can overlap the other calls; tested in BHK-21 cells;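 further: 0% = median of neutral control wells and 100% = median of positive control wells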
CFTR F508del cor: CFTR F508del correction in bronchial cells | CFBE cells, YFP halide quenching; stimulated with forskolin plus potentiator P3; % fluorescence drop versus neutral controls | activity (quench increase), % at 7.58 µM | 0.36% of 350,000 active | AID 720511;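 active means mean added fluorescence quench of at least 8% versus neutral control, with both replicates also reaching 8%; inconclusive means only one of the mean or replicate conditions met; inactive means mean below 8% and not both replicates reaching 8%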;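 further: cells transiently co-express mutant CFTR-F508del with the halide-sensitive YFP; corrector assay measuring rescue of mutant channel to the surface after 24 h compound exposure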
miR-122 sensor: miR-122 inhibition in Huh7 cells. Huh7 miR-122 Renilla luciferase sensor, 48 h; neutral wells = 0, positive control = 100. activation (reporter increase), % at 12.5 µM. 0.3% of 340,000 active;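 active means mean replicate activation score at least 90 and every replicate individually at or above 90; inconclusive means only one of the two criteria met; inactive means neither criterion met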;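 further: higher luciferase means less miR-122 activity so hits act as miR-122 inhibitors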
FN deposition inh: fibronectin deposition inhibition; AH1F fibroblasts, Alexa488-fibronectin deposition fluorescence, overnight; inhibition, % at 12.6 µM; 0.086% of 350,000 active;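 active means mean inhibition across replicates of 30% or more, regardless of how many single replicates reach that level; inconclusive means mean under 30% yet at least half of replicates reach 30%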;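 further: positive control wells lacked labelled fibronectin entirely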
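Measured by – fluorescence 485/525 nm · System – AH1F fibroblast monolayer, labelled fibronectin deposition · Amount – 10000 cells per well · Buffer or medium – serum-reduced DMEM (2% serum) · Doses – single dose, pinned · Also added – fluorescent fibronectin at 24 nM final · Schedule – 1 h cell attachment, overnight exposure to compound and label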
INS-1E GSIS act: GLuc luminescence reporter in INS-1E cells, primary screen for activators of glucose-dependent secretion of insulin | INS-1E GLuc reporter insulin secretion, 2-3 h | activation, % at 16.6 µM | 0.61% of 370,000 active | AID 743287;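 active means lowest replicate activation of at least 40%, so every replicate reaches that level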;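 further: 0% = median of neutral control wells and 100% = median of IBMX positive control wells; some compounds called inactive have numbers as strong as hits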
PAX8 reporter: inhibitors of PAX8 transcriptional activity in RMG-I cells | RMG-I TPO-luciferase reporter, SteadyGlo, 24 h | 1.2% of 360,000 active | AID 652154 | inhibition, % at 12.6 µM;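 active means mean replicate inhibition at least 60% with every replicate also reaching 60%; inconclusive means only one of the two criteria is met; inactive means mean below 60% and not all replicates reaching 60%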;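 further: luciferase light reporting Pax8 driven TPO promoter activity; plate controls were median of neutral control wells for no effect and mitoxantrone controls for full effect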
EWS-Fli block: EWS/Fli transcriptional activity inhibition; A673 NR0B1-luciferase reporter, viability-normalised; inhibition, % at 12.6 µM; 0.67% of 350,000 active; AID 651661;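 active means mean inhibition of at least 50% after viability correction, with every replicate also passing that limit; inconclusive means mean reaches 50% but only one of two replicates passes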;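 further: firefly luciferase signal divided by Alamar Blue viability fluorescence both relative to DMSO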
Active calls of the source: *; ? = inconclusive; · = not tested or not shown; [ ] = another dose, or the depositor's remark.

SMILES,FN deposition inh,CFTR F508del cor,DENV2 CPE,EWS-Fli block,INS-1E GSIS act,miR-122 sensor,PAX8 reporter
C[C@H]1CN([C@@H](C)CO)C(=O)c2cc(C#Cc3ccccn3)cnc2O[C@@H]1CN(C)C(=O)CCN1CCCCC1,·,-1.1,1.3,-4.8,21.1,-2.0[16.7 µM],·
COc1ccccc1CCc1nnc(CCC(=O)NC(C)Cc2ccsc2)o1 (stereo not drawn),5.9,0.9,-2.9,-37.3,-7.7,·,-2.8
O=C(C1=C[C@@H](c2ccc3c(c2)Cc2ccccc2-3)C[C@@H](OCCCCO)O1)N1CCCCC1,·,1.2,15.2,-29.1,·,·,-3.8
O=C(Nc1ccccc1C(=O)Nc1ccc(F)cc1)c1ccco1,·,-1.9,3.0,-19.7,25.2,3.1,-14.2
CC1CCCCN1S(=O)(=O)c1ccc(N(C(=O)c2cnccn2)C(C(=O)NC2CCCCC2)c2cccs2)cc1 (stereo not drawn),-6.7,·,·,·,-11.6,·,15.1
C[C@@H]1CN([C@H](C)CO)C(=O)c2cc(C3=CCCC3)cnc2O[C@@H]1CN(C)Cc1cccnc1,2.6,0.2,1.5,-16.6,-3.6,·,·
C[C@H](CO)N1C[C@H](C)[C@H](CN(C)S(C)(=O)=O)Oc2ncc(C3=CCCC3)cc2C1=O,·,2.6,32.1*,2.6,23.9,·,-18.7
CCOc1cc(C(=O)OC(C)C(=O)Nc2ccc(NC(C)=O)cc2)ccc1OCC(=O)N1CCCCC1 (stereo not drawn),-6.4,-4.5,-2.6,-4.5,-3.3,·,5.7
CC(C)(O)c1cn([C@@H]2C[C@@H]3O[C@H](CO)CC[C@@H]3O[C@@H]2CCc2ccc(-c3cccnc3)cc2)nn1,·,-0.3,-9.2,-4.0,·,·,-52.8
COc1ccc(NC(=O)C(Cl)=C(Cl)Cl)cn1,18.7,4.9,3.2,8.1,-2.7,3.0,52.4
CC(=O)Cn1nnc2sc3c(c2c1=O)CCC(C(C)(C)C)C3 (stereo not drawn),·,-2.5,-2.3,-80.2,-2.8,·,-166.5
O=C(CSc1nnc(-c2ccc(C(F)(F)F)cn2)s1)c1ccc(Cl)cc1,5.8,3.0,-9.5,-6.2,-9.0,-4.2,8.9
Cc1ccc2c(c1)N(CC(=O)NC1CCCCCC1)C(=O)c1cccnc1O2,-4.3,-0.1,-1.8,·,-9.8,1.7,3.4
O=C(CSc1nc(N2CCOCC2)nc(N2CCOCC2)n1)Nc1cccc(C(F)(F)F)c1,1.6,1.9,-8.8,·,1.8,-4.1,-0.2
COCCn1c(SCC(=O)Nc2cc(C)on2)nnc1C(C)C,-4.0,-1.6,-2.7,0.6,16.2,0.5,7.6
CCCC(=O)NC(c1ccccc1Cl)c1ccc2cccnc2c1O (stereo not drawn),2.7,5.8,2.1,23.4,-31.2,-7.4,86.1*
CCC(C)NC(=O)[C@H]1N2C(=O)c3c(ccc(OC)c3OC)C2SC1(C)C (stereo partly drawn),·,1.5,3.2,7.9,14.1,-3.0,-1.9
CN(C)C(=O)C[C@H]1C=C[C@@H](NC(=O)C2CCC2)[C@@H](CO)O1,-3.7,0.9,-1.7,-5.7,-3.4,·,-1.7
COc1ccc(NC(=O)Nc2ccc3c(c2)C(=O)N([C@@H](C)CO)C[C@@H](C)[C@H](CN(C)CC2CCCCC2)OCCCC[C@H](C)O3)cc1,·,-1.4,2.0,-8.6,8.8,-13.3[16.7 µM],-20.4
Cc1ccc(C(=O)CC2(O)C(=O)N(C)c3ccc(Br)cc32)c(C)c1 (stereo not drawn),-1.6,-3.7,4.5,2.4,-22.5,3.5,5.0
Cc1ccc(OC(=S)Nc2ccc(F)cc2)cc1,-6.8,·,·,·,·,2.3,-22.9
Cc1nnc(SCC(=O)N/N=C/c2ccc(-c3ccc(C)c(Cl)c3)o2)s1,-9.0,·,·,·,-27.0,·,-57.5
Cc1ccc(-c2cc(C(=O)Nc3c(C)n(C)n(-c4ccccc4)c3=O)no2)cc1,·,-2.9,4.3,1.5,0.9,0.0,-5.0
CCC(=O)c1ccc(OCC(O)CN2CCN(c3ccc(F)cc3)CC2)cc1 (stereo not drawn),3.8,·,·,·,·,-4.8,12.2
Cn1nnnc1Sc1ncnc2scc(-c3ccc[nH]3)c12,8.1,-3.3,·,-16.2,-14.9,6.7,99.1*
COc1cccc(CNC(=O)C2=C(C)C(=O)OC23CCC(C)CC3)c1 (stereo not drawn),-2.1,·,·,·,·,1.9,17.5
CSc1ccccc1NC(=O)c1ccc(N2CC3CC(C2)c2cccc(=O)n2C3)c(NC(=O)c2ccncc2)c1 (stereo not drawn),7.2,0.0,0.0,·,6.9,1.0,5.6
O=C(COc1ccc(Br)cc1)OCCN1CCCCC1,-1.6,-7.5,1.1,6.8,-4.3,6.4,7.7
COc1cccc(CC(=O)N2CCC(n3nccc3NC(=O)C3CC3)CC2)c1,-2.8,-0.5,-5.4,-11.6,5.5,-5.1,-14.2
O=[N+]([O-])c1cccc(-c2cc3cccc[n+]3cc2-c2cccc([N+](=O)[O-])c2)c1,0.7,·,·,·,14.8,-0.1,16.4
C[C@@H]1CN([C@H](C)CO)C(=O)c2cc(Br)cnc2O[C@@H]1CN(C)S(=O)(=O)c1ccccc1,·,-0.1,-5.8,-5.3,10.9,5.7[16.7 µM],·
COc1ccccc1C(=O)Nc1nnc(-c2ccc(F)cc2)s1,-8.5,3.8,-3.4,-60.5,8.9,-3.5,-17.4
Cc1ccc(NS(=O)(=O)c2ccc(C)c(C(=O)Nc3ccc(S(=O)(=O)Nc4onc(C)c4C)cc3)c2)cc1,-3.4,-2.2,4.1,3.0,-10.8,·,-0.8
Cc1nccn1Cc1ccccc1,1.2,0.8,13.4,-3.6,3.0,4.2,-17.1
COc1cc(OC)cc(C(=O)Nc2cccc(-c3ccc(N4CCOCC4)nn3)c2)c1,-0.2,5.0,3.7,-85.3,5.8,-5.6,-108.9
Cc1occc1C(=O)N1CCCC(Nc2ccc(C(C)C)cc2)C1 (stereo not drawn),3.1,-0.8,-5.6,3.7,-19.3,·,11.1
c1ccc(-c2noc(CSc3nnnn3-c3ccccc3)n2)cc1,6.8,1.0,4.1,-7.3,-1.8,-7.3,-15.6
CC[C@]1(C(=O)OC)[C@H]2C(=O)N(C)C(=O)[C@H]2[C@H]2CN(C)C(=NCc3ccccc3)N21,6.9,1.7,?,-6.8,13.0,-1.5,1.9
O=c1c(Cl)c(O)c2cccc3c4ccccc4n1c23,·,·,1.2,6.6,-16.9,·,16.7
O=C(O)CC1(CC(=O)Nc2cccc(C(F)(F)F)c2)CCCC1,-1.2,-1.1,3.6,15.4,15.2,3.0,29.5
CCOc1ccccc1CN1CCNC(=O)C1CC(=O)NCCC1=CCCCC1 (stereo not drawn),5.2,1.0,-4.5,·,-24.2,0.3,8.9
COc1ccc(CNC(=O)CSc2nnc(Cn3nnc4ccccc43)n2C)cc1,·,1.1,-2.7,-1.0,-1.9,-1.7,·
CCc1c(C2(O)CCCCC2)[nH]c2c(C(=O)OC)cc(Cl)cc12,-9.8,-3.4,30.1*,-0.8,9.9,1.5,-17.6
CN(C)c1ccc(/C(=N\O)C(F)(F)F)cc1,·,-3.6,4.5,-49.2,-18.5,1.2,·
CCOC(=O)c1sc(NC(=O)c2ccc(Cl)s2)cc1C,-11.2,1.4,0.0,-40.1,-6.7,-0.9,-209.8
O=C(NC1CCCCC1)[C@@H]1[C@@H](CO)[C@@H]2Cn3c(cccc3=O)[C@H]1N2Cc1cccnc1,-3.7,·,135.6*,-1.6,14.9,·,·
O=Nc1c(O)[nH]c2ccc(F)cc12,10.0,·,0.0,2.4,-6.6,·,0.5
COc1ccc(-c2coc3c(C(=O)NCC4CCOCC4)cccc23)c(C)c1,2.6,0.1,4.7,14.1,-37.5,-4.5,·
N#CCCNS(=O)(=O)c1ccc(C(=O)OCCCOC(=O)c2ccc(S(=O)(=O)NCCC#N)cc2)cc1,-8.9,-3.2,0.6,·,6.2,1.2,·
COc1ccc(S(=O)(=O)N(C)C[C@@H]2Oc3ccc(NC(=O)Cc4cn(C)c5ccccc45)cc3C(=O)N([C@H](C)CO)C[C@H]2C)cc1,-9.8,-0.1,-9.7,0.5,-10.6,-1.7[16.7 µM],·
Cc1cccc(OCCCCn2c(CO)nc3ccccc32)c1,-0.5,-1.9,15.5,-2.4,-5.1,0.2,12.7
CCCCOc1ccc(/C(O)=C(\C#N)c2nc3ccccc3[nH]2)cc1,0.8,-1.4,-1.6,-5.0,21.8,4.4,1.5
O=C(NC1CCCC1)N1CC(=O)N2[C@H](CO)[C@@H](c3ccc(-c4cccnc4)cc3)[C@@H]2C1,·,-1.3,6.3,2.1,8.8,·,·
S=C(NCc1ccco1)N/N=C/c1cccnc1,-0.9,0.7,-0.6,10.3,13.4,·,17.7
CC1(C)Oc2ccc3ccc(=O)oc3c2/C(=C/N)C1=O,-21.5,·,·,·,4.0,-4.6,-15.0
C[C@H](CO)N1C[C@H](C)[C@H](CN(C)S(C)(=O)=O)Oc2ncc(C#Cc3ccccc3F)cc2C1=O,6.6,·,-2.4,22.5,-9.1,27.5[16.7 µM],20.8

Remaining list, next part
SMILES,FN deposition inh,CFTR F508del cor,DENV2 CPE,EWS-Fli block,INS-1E GSIS act,miR-122 sensor,PAX8 reporter
COc1ccccc1/C=C/CN1CCOCC1,·,0.8,-5.8,6.0,7.0,-2.1,·
O=c1c2ccccc2c(=O)n(-c2ccccc2)n1-c1ccccc1,1.1,-3.6,-3.0,-3.7,41.4,-9.0,0.0
C[C@@H]1CN([C@@H](C)CO)S(=O)(=O)c2ccc(-c3cccnc3)cc2O[C@@H]1CN(C)Cc1ccncc1,0.5,1.5,9.5,-1.0,7.9,-5.7[16.7 µM],·
O=C(Nc1ccccc1Cl)C(=O)c1cn(CC(=O)N2CCOCC2)c2ccccc12,9.8,-0.2,6.6,·,-8.2,4.7,-147.3
CC(=O)Nc1ccc(C(=O)OCC(=O)Nc2ccccc2F)cc1,-4.8,-0.9,-1.6,-6.8,1.9,·,-5.2
COc1ccc(NS(=O)(=O)c2cccc(C(=O)N3CCN(Cc4ccc5c(c4)OCO5)CC3)c2)cc1,3.4,-0.9,13.5,10.3,-35.6,6.6,·
COc1cccc(S(=O)(=O)N2CCCCN3[C@H](CO)[C@H](c4ccc(C#CCC(C)C)cc4)[C@H]3C2)c1,16.3,-2.5,-23.8,23.5,-2.4,-29.1[16.7 µM],20.2
CC1C(=O)C(C)C(c2cc(Cl)ccc2O)NC1c1cc(Cl)ccc1O (stereo not drawn),3.1,0.4,0.9,16.7,-26.3,9.1,-0.1
CCCNC(=O)c1cc(-c2ccc(Br)cc2)on1,-12.0,·,·,·,28.4,-12.5,·
COc1cccc(NC(=O)CCN2CCN(C)CC2)c1,·,-0.7,9.5,-3.4,-4.3,-12.4,·
O=C(N/N=C/c1ccc2c(c1)OCO2)c1cccc2ccccc12,-4.1,-2.4,2.7,19.4,19.2,·,-7.9
O=C(C[C@H]1CC[C@H](NC(=O)Nc2ccccc2)[C@H](CO)O1)NCc1cccc(F)c1,·,-3.3,-3.6,4.7,3.4,·,10.4

An unsorted share of the library; 3.9% or so of the library scored in one or more.
